# STK33 kinase inh – inhibitors of purified STK33 kinase, primary screen, biochemical, ADP-Glo luminescence, homogeneous, cell-free; Serine/threonine-protein kinase 33 (Homo sapiens), Q9BYT3; MBP phosphorylation; inhibition, % at 10 µM; hit rate 0.073% among 320,000;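 active means inhibition at or above 25%, using the most active replicate where run in duplicate; inactive means inhibition below 25%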
# Target sequence (Q9BYT3 whole entry, looked up): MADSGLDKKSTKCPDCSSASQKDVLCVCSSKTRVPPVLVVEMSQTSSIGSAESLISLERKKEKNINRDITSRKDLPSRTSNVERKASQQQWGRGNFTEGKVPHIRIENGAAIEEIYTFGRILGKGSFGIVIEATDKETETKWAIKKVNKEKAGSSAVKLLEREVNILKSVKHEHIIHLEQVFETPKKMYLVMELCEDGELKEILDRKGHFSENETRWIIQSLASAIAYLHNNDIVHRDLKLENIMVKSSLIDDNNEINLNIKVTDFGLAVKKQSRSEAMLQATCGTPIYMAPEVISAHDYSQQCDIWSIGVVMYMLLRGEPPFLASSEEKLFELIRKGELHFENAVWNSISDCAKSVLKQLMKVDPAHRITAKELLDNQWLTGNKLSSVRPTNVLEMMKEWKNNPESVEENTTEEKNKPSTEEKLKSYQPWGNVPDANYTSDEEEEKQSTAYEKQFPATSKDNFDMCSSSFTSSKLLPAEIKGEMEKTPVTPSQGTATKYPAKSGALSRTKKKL
# OX1R antag – antagonists of human orexin 1 receptor (OX1R). AID 485270, 2010. hit rate 1.8% among 330,000. inhibition, % at 6.6 µM. OX1R-expressing cells, FRET antagonist read-out; in the data active means inhibition mostly above about 38%, no sharp cut-off; inactive means mostly below about 40%;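 further: 0% = agonist challenge alone and 100% = reference antagonist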
# Target sequence (O43613 whole entry, looked up): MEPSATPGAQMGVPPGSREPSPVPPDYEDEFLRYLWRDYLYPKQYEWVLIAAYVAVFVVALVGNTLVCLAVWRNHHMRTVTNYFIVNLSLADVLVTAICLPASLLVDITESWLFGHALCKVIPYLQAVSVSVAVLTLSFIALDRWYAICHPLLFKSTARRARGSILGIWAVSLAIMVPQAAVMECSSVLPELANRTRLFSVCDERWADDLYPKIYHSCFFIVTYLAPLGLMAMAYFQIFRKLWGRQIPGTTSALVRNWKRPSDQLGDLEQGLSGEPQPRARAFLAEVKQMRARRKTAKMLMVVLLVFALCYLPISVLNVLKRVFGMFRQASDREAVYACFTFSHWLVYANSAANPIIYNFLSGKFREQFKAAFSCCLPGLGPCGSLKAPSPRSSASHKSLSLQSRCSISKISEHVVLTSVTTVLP
# * marks the source's active call; other numbers are inactive results; / = no result given.
STK33 kinase inh | OX1R antag | compound
-1.6 | 47.1 | CC(C)[C@H](Nc1nc(-c2ccccc2)nc2c1oc1ccccc12)C(=O)O
-1.6 | 16.0 | CCc1cc(C(=O)N(Cc2ccccc2)c2c(N)n(CCOC)c(=O)[nH]c2=O)sc1C
-1.4 | 0.6 | CCC(=NC1CC(C)(C)NC(C)(C)C1)C1=C(O)CC(C)(C)CC1=O
7.0 | 14.9 | CC1CCc2sc(C(=O)NNC(=S)NC3CC3)cc2C1 (stereo unspecified)
-2.3 | 5.6 | COc1ccc(Cl)cc1S(=O)(=O)NC(C)C(=O)NCc1ccncc1 (stereo unspecified)
0.1 | 4.1 | Cc1cnc(NS(=O)(=O)c2ccc(Cl)cc2)c(Br)c1
-1.4 | 8.3 | O=C(OCc1nnc(-c2ccc(Cl)cc2)o1)c1ccc(=O)n(Cc2ccccc2)n1
-1.7 | 2.3 | NC(=O)C1CCN(C(=O)c2cc(-c3ccc(Cl)s3)nc3ccccc23)CC1
-0.2 | 3.0 | CC(C)(CC(=O)O)CC(=O)N1CCN(c2cc(C(F)(F)F)nc3ccccc23)CC1
0.0 | 28.9 | COc1ccc(/C=C(/NC(=O)c2ccco2)C(=O)N2CCCCCC2)cc1OC
-1.9 | 10.9 | O=C(CN1CCOCCOCCOCC1)Nc1ccccc1
-0.8 | 8.0 | COC(=O)COc1c(Cl)cc(Cl)c2ccc(C)nc12
-1.5 | 17.9 | Cc1ccc(NS(=O)(=O)c2ccc(NC(=O)c3ccccc3C(=O)O)cc2)c(C)c1
0.4 | 28.4 | Cc1c(NC2=C(Cl)C(=O)N(c3ccccc3)C2=O)c(=O)n(-c2ccccc2)n1C
4.1 | 11.4 | COc1ccc(CNC(=O)c2cc3c(=O)n4ccccc4nc3n(Cc3cccnc3)c2=N)cc1
-1.5 | -21.2 | O=c1[nH]n(-c2ncnc3c2cnn3-c2ccccc2)c(=O)c2ccccc12
-0.7 | 16.0 | O=C(CCc1ccccc1F)N1CCN(c2ccc(C(F)(F)F)cn2)CC1
-1.1 | 3.2 | O=[N+]([O-])c1cccc(S(=O)(=O)[N-]c2nc3ccccc3nc2-n2cc[n+](Cc3ccccc3)c2)c1
0.2 | 4.2 | CCc1cc(C(=O)OC)c(NC(=O)CN2CCN(C(=O)C3CCCO3)CC2)s1 (stereo unspecified)
-0.4 | 19.6 | O=C(CSc1nnc(-c2ccncc2)n1-c1ccccc1)NC1CC1
-1.0 | -1.2 | Cc1ccc(NC(=O)COC(=O)CN2C(=O)NC(C)(C)C2=O)cc1S(=O)(=O)N1CCOCC1
0.6 | 13.2 | Oc1ccc(-n2cnnn2)cc1
-0.2 | 28.4 | CSc1cccc(CN2CCCC(CO)(Cc3cccc(Cl)c3)C2)c1 (stereo unspecified)
-3.0 | 28.6* | Cc1ccc(C)c(S(=O)(=O)N2CCN(c3ncnc4sccc34)CC2)c1
-1.1 | 2.9 | COc1c(C)cc(S(=O)(=O)N2CCCC2)c(C)c1C
0.8 | 16.6 | O=C(COc1ccc(Br)cc1CO)Nc1ccccc1F
-0.8 | 3.4 | O=C(CSc1ncccn1)N/N=C/c1ccc2c(c1)OCO2
4.1 | 14.4 | COc1ccc(C(c2c(NC(=O)c3ccccc3)sc(C)c2C)N2CCN(CCO)CC2)cc1 (stereo unspecified)
1.7 | 16.6 | COc1cc(-c2nc(CCNC(=O)c3ccco3)cs2)cc(OC)c1OC
0.1 | 9.9 | O=C(CN(Cc1ccco1)C(=O)c1ccc(F)cc1)Nc1ccccc1Br
1.3 | -1.5 | O=C(CCN1C(=O)c2ccccc2S1(=O)=O)N1CCN(c2ccc(F)cc2)CC1
-0.5 | -2.3 | Cc1ccnc(NC(=O)CCNC(=O)c2ccccc2Cl)c1
4.5 | 18.8 | COc1ccc(NC(=O)Cn2c(=O)oc3cc(S(=O)(=O)N4CCCC4)ccc32)c(OC)c1
0.1 | 30.4 | COc1cccc(=O)c2c(C)oc(C)c12
3.4 | 33.8 | Fc1ccc2nc(Nc3nc4c(s3)CCCC4)sc2c1
-1.0 | 24.1 | CNc1ccc(Br)cc(C(=O)/C=C/c2cc(OC)ccc2OC)c1=O
-1.6 | 30.4 | CC12CC(NC(=O)N1CCc1ccccc1)c1ccccc1O2 (stereo unspecified)
-2.0 | 3.8 | COc1ccccc1CNC(=O)COC(=O)c1ccc(NC(N)=O)cc1
-0.3 | 6.8 | COc1ccc(S(=O)(=O)Nc2ccccc2C(=O)OC2CCCN(C)C2)cc1OC (stereo unspecified)
2.6 | 12.3 | COc1ccc(/C=C(/NC(=O)c2ccc(Br)cc2)C(=O)N2CCOCC2)cc1
-0.7 | 3.6 | COc1ccc(/C=N/NC(=O)CN(C)C(=O)OCc2ccccc2)cc1OC
0.6 | 15.7 | COc1ccc(/C=N/Nc2nnc(Cc3ccccc3)c(=O)[nH]2)cc1
-0.6 | 9.1 | COc1ccc(CNC(=O)CCS(=O)(=O)c2ccc3c(c2)NC(=O)CS3)cc1
-0.6 | 6.5 | COc1cc(NC(=O)CCn2c(=O)[nH]c3ccsc3c2=O)cc(OC)c1
0.6 | -0.3 | C=CCN=c1scc(C)n1/N=C/c1ccc(O)c(O)c1
-2.0 | 7.2 | CCN(CC)S(=O)(=O)c1ccc(NC(=O)CCNC(=O)c2ccco2)cc1
-3.4 | 15.6 | CCCCc1nc2cc(C(=O)N(C)C3CCOCC3)ccc2o1
-0.7 | 7.5 | O=C1CC(NS(=O)(=O)c2ccc3ccccc3c2)CN1c1ccccc1 (stereo unspecified)
-2.1 | 4.8 | CCOC(=O)N1CCN(C(=O)Nc2ccc(Cl)cc2Cl)CC1
-1.0 | -0.8 | CN(C)S(=O)(=O)c1cccc(NC(=O)Cc2ccc(Cl)cc2)c1

# Grouped by structure: the compounds so far with a COOH group
STK33 kinase inh | OX1R antag | compound
-1.6 | 47.1 | CC(C)[C@H](Nc1nc(-c2ccccc2)nc2c1oc1ccccc12)C(=O)O
-0.2 | 3.0 | CC(C)(CC(=O)O)CC(=O)N1CCN(c2cc(C(F)(F)F)nc3ccccc23)CC1
-1.5 | 17.9 | Cc1ccc(NS(=O)(=O)c2ccc(NC(=O)c3ccccc3C(=O)O)cc2)c(C)c1

# Profiles from above. Order of screens: STK33 kinase inh	OX1R antag
# COc1ccc(C(c2c(NC(=O)c3ccccc3)sc(C)c2C)N2CCN(CCO)CC2)cc1 (stereo unspecified) as listed: 4.1	14.4
# CC12CC(NC(=O)N1CCc1ccccc1)c1ccccc1O2 (stereo unspecified) as listed: -1.6	30.4
# O=C(CN(Cc1ccco1)C(=O)c1ccc(F)cc1)Nc1ccccc1Br as listed: 0.1	9.9

# The listing continues.
STK33 kinase inh | OX1R antag | compound
-0.2 | 28.6 | CCn1nnc(NC(=O)COc2ccc([N+](=O)[O-])cc2)n1
-0.2 | 6.0 | CCCC(=O)N(c1ccccc1)C1C=CS(=O)(=O)C1 (stereo unspecified)
-1.1 | 4.4 | COC(=O)c1ccc(C(=O)N(CCN(C)C)c2nc3c(Cl)cccc3s2)cc1
-0.5 | 14.1 | O=C(COc1cccc2cccnc12)NNC(=S)Nc1ccccc1
-0.5 | 15.2 | O=C(N/N=C/c1cc2c(cc1Cl)OCO2)c1ccc2c(c1)OCCO2
-1.2 | 9.9 | O=C(CSc1ncnc2ccccc12)N1CCCC1
1.4 | 7.2 | CCC(C)(C)n1nnnc1C(c1ccccc1)N1CCc2ccccc2C1 (stereo unspecified)
0.8 | 5.1 | CCc1c(O)nc(SCC(=O)N2CCCCC2)n(-c2ccccc2C)c1=O
0.7 | 23.5 | COc1ccccc1NC(=O)CSc1nc2ccccc2cc1Cc1ccccc1
3.6 | 4.5 | Nc1cccc2cnccc12
0.3 | 12.5 | Cc1ccc2oc(C(=O)N(C)Cc3ccc(C)o3)c(C)c2c1
0.2 | 8.6 | Cc1ccc(Sc2ncccc2C(=O)NCC(c2ccc(F)cc2)N2CCOCC2)cc1C (stereo unspecified)
-0.2 | -1.4 | CCOC(=O)CSc1nnc(Cc2cc(=O)[nH]c(=O)[nH]2)n1-c1cccc(OC)c1
4.7 | / | Cc1cc(C)cc(NC(=O)Cn2cc(C=O)c3ccccc32)c1
-0.8 | 4.6 | CC(C)CC(C(=O)NCC1CCCO1)N(C(=O)Cn1nnc(-c2ccc(F)cc2)n1)c1ccccc1F (stereo unspecified)
-1.6 | 24.4 | O=c1c2ccccc2nnn1CSc1nnc(-c2cccs2)n1Cc1ccccc1
-1.9 | 18.0 | O=C(Cn1cccc1C(=O)c1ccccc1)NCc1cccs1
-0.1 | 3.0 | CC1(C)CC2CC(C)(CN2C(=O)COC(=O)c2cccc(O)c2)C1 (stereo unspecified)
-0.6 | 4.2 | CC1(C)CNC(=O)c2sc(NC(=O)c3ccccc3)nc2C1
-0.4 | 2.0 | NC(=O)CC(NC(=O)c1cccc(Br)c1)c1ccc(NC2CCN(Cc3ccccc3)CC2)c([N+](=O)[O-])c1 (stereo unspecified)
/ | 15.3 | Cc1ccc(C(=O)COC(=O)CCC(=O)NC2CCCCC2)cc1[N+](=O)[O-]
0.1 | -8.9 | O=C1NC[C@@H](Cc2cccc3ccccc23)N(CCc2cc(C(F)(F)F)cc(C(F)(F)F)c2)C1=O
-0.6 | 22.1 | COc1ccc(OC)c(NC(=O)Cn2cc(C#N)c3ccccc32)c1
-1.7 | 38.0 | CCN(CC)S(=O)(=O)c1ccc(N2CCN(c3ccccc3OC)CC2)c(N)c1
-0.4 | 37.1 | COCCNC(=S)N/N=C(\C)c1ccc(Cl)c(Cl)c1Cl
10.2 | 24.1 | O=C(O)CC1(O)C(=O)N(Cc2ccccc2)c2ccccc21 (stereo unspecified)
-1.3 | 10.1 | CN(c1ccc(C(=O)NCCSCc2ccco2)cc1)S(C)(=O)=O
-0.8 | 43.9 | Cc1ccccc1C(=O)NNC(=O)c1cccc([N+](=O)[O-])c1
-0.6 | 31.7 | Cc1ccc(NC(=O)c2ccc(N3CCOCC3)c([N+](=O)[O-])c2)cc1S(=O)(=O)N1CCOCC1
-0.4 | 10.8 | CCCCOC(=O)c1ccc(NC(=O)C(=O)NCc2ccccn2)cc1
3.8 | 52.2 | COC(=O)c1sccc1NC(=O)COc1cccc(C)c1
-1.1 | 11.2 | COc1ccc(CNCCNC(=O)c2cccs2)cc1OC
-1.2 | 22.5 | C=CCN1C(=O)C(Cc2cccc(Cl)c2)SC1=Nc1ccc(C(=O)O)cc1 (stereo unspecified)
5.7 | 13.9 | CCC(=O)/C=C1\Sc2ccc(OC)cc2N1CC
0.4 | 36.6 | CCO[C@@H]1OC(C(=O)O)=C[C@H](c2ccc(C(F)(F)F)cc2)[C@H]1CCCO
-1.0 | 9.3 | COc1ccc([N+](=O)[O-])cc1NS(=O)(=O)c1ccc(C)cc1
-1.4 | 11.2 | COCCn1c(SCC(=O)Nc2ccc(OC)c(S(N)(=O)=O)c2)nc2ccccc21
0.6 | 5.9 | COc1ccc(NC(=O)COC(=O)c2cc(Cl)ccc2O)cc1S(=O)(=O)N1CCCCC1
-5.2 | -6.3 | O=C(c1ccco1)N1CCN(S(=O)(=O)c2c(Cl)cccc2Cl)CC1
-1.1 | 27.4 | Clc1ccc(-c2nn3cnnc3s2)c(Cl)c1
-0.6 | 14.1 | O=[N+]([O-])/C=C/c1cn(Cc2ccc(Cl)cc2)c2ccccc12
-1.3 | / | CN1CCN(C(=O)c2ccccc2NC(=O)c2ccccc2)CC1
1.4 | 35.6 | CCc1ccc(C(=O)Nc2nc(C)cs2)s1
2.6 | 35.5 | COc1ccc(C(=O)n2cnnc2N)cc1
-0.1 | 23.9 | CSc1nc(NCc2ccco2)c2ccccc2n1
0.3 | 23.7 | COc1ccc(-c2nn(-c3ccccc3)cc2CN(C)CCn2ccnc2C)c(F)c1
-1.5 | 6.0 | C/C(=N\Nc1ccc([N+](=O)[O-])cc1)c1ccc(-n2nncc2C(C)(C)C)cc1
1.8 | 24.1 | O=C(CSc1nc(=O)n(CCCN2CCOCC2)c2c1CCC2)Nc1ccc([N+](=O)[O-])cc1
-0.6 | 38.1 | COc1ccc(N(CC(=O)N2CCN(Cc3ccccc3)CC2)S(C)(=O)=O)cc1OC
0.1 | 29.6 | CCCc1nc(NCc2ccncc2)c2nnn(Cc3ccccc3F)c2n1

# Other records.
STK33 kinase inh | OX1R antag | compound
0.7 | 4.6 | CCn1nc(C)c(C2C(C#N)=C(N)Oc3n[nH]c(C)c32)c1C (stereo unspecified)
0.3 | 82.2* | COc1ccc(/C=c2\s/c(=C/C(=O)c3ccc(C)cc3)[nH]c2=O)cc1OC
-1.1 | 3.5 | CCn1ncc(N2CCOCC2)c(Cl)c1=O
0.3 | 4.6 | COc1ccc(NC(C)=O)cc1NC(=O)CSc1nnc(-c2cccnc2)n1C
-2.1 | 22.6 | CCOc1ccccc1-n1c(SCC(=O)N(C(C)C)C(C)C)nnc1-c1cccnc1
-1.7 | 10.8 | CCOc1ccc(Br)cc1S(=O)(=O)Nc1ccc(C(=O)OCC(=O)Nc2ccc(C#N)cc2)cc1
0.0 | 5.3 | CCc1ccc(NC(=O)C(C)Sc2nnc(CN3CCCC3)o2)cc1 (stereo unspecified)
-0.5 | 13.1 | CCCn1c(=O)c(C(=O)NNS(=O)(=O)c2ccc(NC(=O)OC)cc2)c(O)c2ccccc21
0.5 | -2.1 | CC12CN3CC(C)(CN(C1)C3c1ccc(Cl)cc1)C2 (stereo unspecified)
0.8 | 23.9 | COC(=O)CCCC1=CC2=CC(=O)C(C)(OC(=O)c3cccs3)C(=O)C2=CN1CC1CC1 (stereo unspecified)
-0.5 | 21.5 | Cc1cc(C)n(C(=O)c2cccc(S(=O)(=O)N3CCCC3)c2)n1
-1.3 | -0.7 | COc1ccc(S(=O)(=O)Nc2ccncc2)c(C)c1C
-2.2 | 0.7 | O=C(Nc1ccccc1)Nc1ccc(Oc2ncnc3cc(Cl)ccc23)nc1

# For reference, some entries already given.
STK33 kinase inh | OX1R antag | compound
0.7 | 4.6 | CCn1nc(C)c(C2C(C#N)=C(N)Oc3n[nH]c(C)c32)c1C (stereo unspecified)
0.3 | 82.2* | COc1ccc(/C=c2\s/c(=C/C(=O)c3ccc(C)cc3)[nH]c2=O)cc1OC

# Screening data (PubChem)
